# Bioassay records as filed in PubChem BioAssay.
# ARNT-TACC3 inh – disrupts binding between human ARNT and TACC3; inhibition, % at 9.99 µM; AID 623870; AlphaScreen His-ARNT PAS-B/GST-TACC3 binding, luminescence; TACC3 fragment carries E629A point mutation; 390,000 compounds, 0.66% hits;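 active means mean inhibition of replicates at least 50% and at least half of replicates each reaching 50%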;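 further: 0% = complete ARNT plus TACC3 wells and 100% = ARNT alone without TACC3; many hits fall short of the cut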
# Numbers without * were called inactive. Not all compounds are listed; the hit share may differ from the screen's.
structure	ARNT-TACC3 inh
CCc1nc2ccccc2c(=O)n1NCCc1ccccc1	-0.4
COc1cccc(C2=NO[C@@H]3C(=O)N(Cc4ccccc4)C(=O)[C@H]23)c1OC	0.1
O=C(CN1CCN(Cc2ccccc2)CC1)N/N=C/c1c[nH]c2ccccc12	8.0
Cc1ccc(Nc2ncccc2C(N)=O)cc1	-6.1
CC(OC(=O)CCC(=O)c1cccs1)C(=O)Nc1ccc(Cl)cn1 (centres undefined)	-2.4
C/C(CC(=O)Nc1ccc(Cl)c(C(F)(F)F)c1)=N\NC(=O)c1ccccc1O	-4.1
COC(=O)C1(C)CN(S(=O)(=O)c2ccc(C)cc2)c2cc(OC)ccc2C1=O (centres undefined)	-3.4
COCCN(C(=O)CN1CCc2ccccc2C1)c1c(N)n(Cc2ccccc2)c(=O)[nH]c1=O	2.6
CC1CCN(C(=O)CCc2ccc(S(=O)(=O)NC(C)(C)C)cc2)CC1	-2.9
CCC(=O)N(C)/C=C1\Sc2ccccc2C1=O	5.7

# A few values from the entries so far:
# COc1cccc(C2=NO[C@@H]3C(=O)N(Cc4ccccc4)C(=O)[C@H]23)c1OC in ARNT-TACC3 inh → 0.1
# CC1CCN(C(=O)CCc2ccc(S(=O)(=O)NC(C)(C)C)cc2)CC1 in ARNT-TACC3 inh → -2.9
# CCc1nc2ccccc2c(=O)n1NCCc1ccccc1 in ARNT-TACC3 inh → -0.4
# COC(=O)C1(C)CN(S(=O)(=O)c2ccc(C)cc2)c2cc(OC)ccc2C1=O (centres undefined) in ARNT-TACC3 inh → -3.4

# Next section.
structure	ARNT-TACC3 inh
C/C(=N\NC(=O)OC(C)(C)C)c1cccc([N+](=O)[O-])c1	-3.0
COc1ccc(CC(=O)Nc2ccccc2C(=O)N2CCOCC2)cc1	-4.8
Cc1ccc(C(=O)N/C(=C/c2ccco2)C(=O)NCC2CCCO2)cc1 (centres undefined)	0.1
Cc1cccc(C)c1-n1nnnc1S(=O)(=O)Cc1ccccc1Cl	3.4
COc1ccc(NC(=O)c2ccc(F)cc2)cc1S(=O)(=O)Nc1cc(C)ccc1Br	-7.6
O=C(c1cccs1)N1CCC(c2ccccc2)C1 (centres undefined)	0.9
CCC(CC)C(=O)OCC(=O)Nc1cc(OC)c([N+](=O)[O-])cc1C	-2.8
CCC(C)NC(=O)CCn1c(-c2ccccc2)cc(C(C)=O)c1C (centres undefined)	-1.2
CCCc1cc(=O)[nH]c(SCCOC(=O)c2ccccc2)n1	-7.1
CCCCCCN=CC1=C(O)C(C(=O)OC)C(C)(C)CC1=O (centres undefined)	-4.3
CCOc1cc(N2CCOCC2)c(OCC)cc1NC(=O)CN1CCc2ccccc2C1	12.1
COc1cc2c(C(=O)O)c(C)n(CC(C)C)c2c2ccccc12	-2.8
CCOC(=O)c1nn(-c2ccc3c(c2)OCO3)cc1O	0.4
Cc1cccc(N2CCN(S(=O)(=O)c3ccc4c(c3)CCN4C(=O)CCC(=O)O)CC2)c1C	4.7
Cn1nc([N+](=O)[O-])nc1Sc1ccc(Cl)cc1	4.1
CCC1(C)Cc2ccccc2-c2nc(-c3ccccc3)oc(=O)c21 (centres undefined)	14.4
O=C(COC(=O)c1n[nH]c2ccccc12)Nc1ccc([N+](=O)[O-])cc1	-3.3
N=C1CCCN1CC(=O)c1ccc(Br)cc1	-3.0
COC(=O)C1C/C(=N\NS(=O)(=O)c2ccc(C)cc2)c2sccc2C1 (centres undefined)	-5.4
Cn1cnnc1SCC(=O)N(Cc1ccc2c(c1)OCO2)C1(C(=O)NC2CCCCC2)CCCC1	-3.5

# 4 compounds drawn at random from those above, as already listed:
structure	ARNT-TACC3 inh
CCOC(=O)c1nn(-c2ccc3c(c2)OCO3)cc1O	0.4
Cc1cccc(N2CCN(S(=O)(=O)c3ccc4c(c3)CCN4C(=O)CCC(=O)O)CC2)c1C	4.7
COc1cc2c(C(=O)O)c(C)n(CC(C)C)c2c2ccccc12	-2.8
N=C1CCCN1CC(=O)c1ccc(Br)cc1	-3.0

# More records
structure	ARNT-TACC3 inh
Cc1cc(C)cc(CSCC(=O)NN=C2CCCCCC2)c1	-0.6
CCC(C)c1ccc(NC(=O)CSc2nncn2N)cc1 (centres undefined)	-5.3
CC(C)Sc1cc(N2CCOCC2)nc(-c2ccccc2)n1	-4.5
COc1cc(/C=N/NC(=O)c2ccc(N(C)S(=O)(=O)c3ccccc3)cc2)cc(OC)c1OC	1.5
COc1ccc(N2CCN(C(=O)NC34CC5CC(CC(C5)C3)C4)CC2)cc1	-3.6
O=C(N/N=C/c1ccc(Cl)c([N+](=O)[O-])c1)c1cnccn1	-11.8
O=C(NCCc1ccccc1)C1CCC(Cn2c(=O)c3ccccc3n(Cc3cccc(F)c3)c2=O)CC1 (centres undefined)	-7.5
Oc1c(Cl)cc(Cl)cc1C1=NNC(c2ccc(Cl)cc2)C1 (centres undefined)	-6.8
CC(=O)Nc1ccc(/C=C2/Sc3ccccc3C2=O)cc1	-0.4
COc1ccc(-c2cc(C(F)(F)F)nc(NCc3cccnc3)n2)cc1	-5.6
Cc1cccc2c1N(CCOc1ccc(C(C)(C)C)cc1)C(=O)C2=O	-18.1
Cc1c(Br)c(-c2n[nH]c(=S)n2Cc2ccco2)nn1C	-4.4
Nc1ccc(N2CCCCC2)cc1N1CCCCC1	34.8
CS(=O)(=O)Nc1cccc(C2=NN(C(=O)c3ccccc3Cl)C(c3ccccc3O)C2)c1 (centres undefined)	2.7
CC(=O)Nc1ccc(NC(=O)C(C)OC(=O)/C=C/c2cn(-c3ccccc3)nc2-c2cccnc2)cc1 (centres undefined)	-3.4
FC(F)(F)c1cccc(NC(=S)NC2CCCC2)c1	-4.6
NS(=O)(=O)c1ccc(N2N=C(c3ccccc3)CC2c2ccccc2)cc1 (centres undefined)	-39.9
Cc1ccc(CC2CC(=O)N(c3nc4ccccc4n3C)C2=O)cc1 (centres undefined)	-0.7
CCCOc1ccc2c3c(c(=O)oc2c1OCCC)CCCC3	-28.4
COc1cccc(C2=NOC(C(=O)NC(C)(C)C)C2)c1 (centres undefined)	2.2
COc1ccc(CCC(=O)NCc2cnn(C)c2)cc1	1.7
Cc1sc2ncn(CC(=O)NCC(=O)N(C)C3CCCCC3)c(=O)c2c1C	-4.4
O=C(NC(=S)Nc1nc2c(ccc3ccccc32)s1)c1cccs1	-6.9
O=C(N/N=C/c1cccc(F)c1)c1c(O)c2ccccc2[nH]c1=O	-10.3
Cc1ccc(O)c(-c2cc(-c3ccccc3F)[nH]n2)c1	-5.7
OCCC1CN(Cc2ccccc2OC2CCCC2)CCN1Cc1ccsc1 (centres undefined)	8.1
CSCCC(NC(=O)c1cccc([N+](=O)[O-])c1)C(=O)O (centres undefined)	-8.7
CC(=O)c1ccc(OCC(O)CN2CCN(CCN3C(=O)c4cccc5cccc(c45)C3=O)CC2)cc1 (centres undefined)	-3.0
CCN(CC(O)CON=C1c2ccccc2-c2ccccc21)S(=O)(=O)c1ccc(Cl)cc1 (centres undefined)	-0.9
CCCNNC(=O)C(O)(c1cccc(C)c1)c1cccc(C)c1	-2.8
COC(=O)c1ccc(C(=O)OC)c(NC(=S)N2CCN(c3ccccc3)CC2)c1	31.7
O=C(Nc1nsc(-c2ccccc2)n1)c1cccs1	-4.2
O=C(Oc1ccccc1/C=C\C(=O)c1cc2ccccc2o1)c1cccc(F)c1	-9.4
O=C1CC(c2ccccc2Cl)CC(O)=C1C=Nc1ccccc1 (centres undefined)	3.0
CN1CC=C2C(C#N)=C(N)C(C#N)(C#N)C(c3cccc(Cl)c3Cl)C2C1 (centres undefined)	0.6
CNc1oc(-c2ccc(Cl)cc2)nc1C#N	-6.8
COc1ccc(C(=O)NN(C)c2nc(-c3ccccc3)cc(C)c2S(C)(=O)=O)cc1	-5.0
COc1ccc(Cl)cc1-n1c(C)cc(C=O)c1C	-11.0
Cn1nnnc1SCC(=O)NCC(=O)c1ccccc1	-1.0
COc1cc2nc(=S)n(CCCN3CCOCC3)c(N)c2cc1OC	55.6*
COc1ccc(N2C(=O)NC3CC2(C)Oc2ccc(Cl)cc23)cc1OC (centres undefined)	-50.3
COc1ccc(OC)c(Nc2nc(-c3sc(N)nc3C)cs2)c1	5.5
COc1cc(OC)cc(-n2nnnc2SCC(=O)NC2CCCC2)c1	-3.5
O=C1OC(Nc2ccc3ncccc3c2)c2ccccc21 (centres undefined)	9.5
COc1cc(O)oc1C=Nc1ccc(Oc2ccccc2)cc1	-16.2
O=C(c1cc2ccccc2oc1=O)N1CCN(CCc2ccccc2)CC1	9.9
CCOc1ccccc1-n1c(SCC(N)=O)nnc1-c1ccccc1	8.2
O=C(NC(=S)NCC1CCCO1)c1ccc([N+](=O)[O-])cc1 (centres undefined)	-5.8
Cc1nn(C)c(C)c1/C=C/C(=O)c1ccccc1	-27.7
CCOc1cc(/C=N/N=C2/NC(=O)C(CC(=O)O)S2)ccc1OCc1ccccc1Cl (centres undefined)	1.0

# Other structures follow.
structure	ARNT-TACC3 inh
COc1ccc(OC)c(NC(=O)CC2SC(=Nc3ccc(F)cc3)N(CCC3=CCCCC3)C2=O)c1 (centres undefined)	-1.4
CCOC(=O)NC(NCCc1ccccc1)(C(F)(F)F)C(F)(F)F	-11.2
Cc1ccccc1C(=O)/C=C1\NC(=O)CS1	-4.4
CN1CCN(C(=O)NC2CCCN2S(=O)(=O)c2ccc(Cl)cc2)CC1 (centres undefined)	-2.3
Cc1c(C(=O)NC2CC2)oc2ccc(S(=O)(=O)N3CCCCCC3)cc12	-2.4
CCCCOc1ccc(-c2nnc(-c3cc[n+](C)cc3)o2)cc1	-3.3
O=C(Nc1ccc(F)cc1)c1ccccc1CC[N+](=O)[O-]	-20.6
O=C(NC1CCCCC1)c1ccccc1NC(=S)NC(=O)C1CCC1	-1.7
CC(C)c1nccn1S(=O)(=O)c1cc([N+](=O)[O-])ccc1Cl	-8.6
COc1cccc(-n2nc(-c3ccnn3-c3ccc(F)cc3)c(=O)n(C)c2=O)c1	6.4
O=C(CCl)Nc1cccn2ncnc12	10.3
COC(=O)c1ccc(-c2ccc(/C=N/N3C(=O)C4C5C=CC(C6CC56)C4C3=O)o2)cc1 (centres undefined)	-3.8
CC(C)CNC(CC(=O)Nc1cccc([N+](=O)[O-])c1)C(=O)O (centres undefined)	-7.7
COc1cccc(-c2cc(C(=O)Nc3ccc(OC)c(OC)c3)no2)c1	-3.5
O=C(COC(=O)c1c2c(nc3ccccc13)CCCCC2)c1ccc(Cl)s1	-5.6
O=C(NCCCn1ccnc1)C(=O)NCC1OCCCN1S(=O)(=O)c1ccc(Cl)cc1 (centres undefined)	3.3
CN(C)c1nc(C#N)nc(N2CCOCC2)n1	-2.9
O=C(COc1cccc(Cl)c1)Nc1ccc(N2CCOCC2)cc1	-2.1
O=C1CC(c2cccc(Br)c2)C2=C(CCCC2=O)N1 (centres undefined)	2.2
N#Cc1nc(-c2ccc(OCc3ccccc3)cc2)oc1N1CCC(C(N)=O)CC1	-12.9
Cc1cccc(Nc2nnc(SCC(=O)Nc3cccnc3Cl)s2)c1	-17.4
Cc1nn(-c2c(Cl)cc(Cl)cc2Cl)c(=O)c2ccccc12	-8.1
COc1ccc(-n2nc(C(=O)N3CCN(Cc4ccc5c(c4)OCO5)CC3)c3ccccc3c2=O)cc1	-2.4
Cc1cccc(-c2nsc(SCC(=O)NCc3ccco3)n2)c1	-14.5
CCCCCC(C)NC(=S)NC(=O)c1cc(S(=O)(=O)N2CCOCC2)ccc1C (centres undefined)	-3.7
O=C1c2cccnc2C(Nc2ccc(S(=O)(=O)N3CCCCC3)cc2)N1Cc1ccccc1 (centres undefined)	-6.4
CCCN(CCC)C(=O)C1c2ccccc2Oc2ccccc21	-6.3
COc1cc(CN(C)C)cc(C=O)c1O	24.1
O=C(Nc1ccc(N2CCOCC2)cc1)c1cccnc1	-2.5
O=C1CSC(c2ccc3c(c2)OCO3)N1c1ccc(Oc2ccccc2)cc1 (centres undefined)	0.8
Cc1cc2c(cc(C(=O)OCC(=O)NCc3cccs3)n2C(C)C)o1	31.6
Cc1cc(C)n(-c2nc3ccccc3nc2Nc2ccc3[nH]c(=O)[nH]c3c2)n1	4.0
O=C(Nc1ccc(S(=O)(=O)NCc2cccnc2)cc1)c1ccccc1Cl	-0.2
CN(C)CCSc1nnc2[nH]c3ccccc3c2n1	-4.3
Cc1ccnc(NC(=O)c2sc3cc(Cl)ccc3c2Cl)c1	-9.4
Cc1ccc(-n2c(C)cc(C(=O)CSc3nncs3)c2C)cc1	9.8
COc1ccc(C)cc1NC(=O)C(=O)N/N=C(\C)CC(=O)Nc1cccnc1	0.0
O=C(Nc1ccc(N=Nc2ccccc2)cc1)c1ccccc1Cl	-30.2
COc1ccc(Cl)cc1N(CC(=O)NC(C)(C)C)S(=O)(=O)c1ccc(C)c([N+](=O)[O-])c1	-8.9
COc1ccccc1C(=O)n1nc(-c2ccccc2)nc1N	1.5
OC(COCc1cccs1)CN1CCN(c2ccccc2Cl)CC1 (centres undefined)	-2.9
O=C(C1CN(S(=O)(=O)c2ccccc2)CCN1S(=O)(=O)c1ccccc1)N1CCCCCC1 (centres undefined)	-5.9
O=C(COC(=O)c1ccc(Cl)c(Cl)c1)Nc1cccnc1Cl	6.2
Cc1ccc(NC(=O)Cn2nc(C)c3ccccc3c2=O)cc1F	-1.4
CCc1cc(=O)oc2cc(OC(C)=O)cc(OC(C)=O)c12	3.9
Cc1ccc(C(C(=O)NC2CCCC2)N(Cc2ccc(F)cc2)C(=O)c2csnn2)o1 (centres undefined)	-0.9
O=C(NCCC1=CCCCC1)C(=O)NCc1ccccc1	-1.5
O=[N+]([O-])c1ncn(Cc2ccccc2Cl)n1	-8.0
COc1ccc2ncc(S(=O)(=O)c3ccccc3)c(N3CCN(c4ccccc4)CC3)c2c1	-3.0
COC(=O)c1ccc(C(=O)NC(=S)Nc2nc3c(s2)CC(C)CC3)cc1 (centres undefined)	-6.4
CCCCNC(=O)CCCCC(=O)N/N=C/c1cccc(Cl)c1	-11.7
